Screens as filed in PubChem.
U2OS ROS induce – inducers of reactive oxygen species in cancer cells; U2OS ROS induction, H2DCF-DA fluorescence; ROS induction (% of piperlongumine), % at 10 µM; 46,000 compounds, 2% hits; AID 624156; in the data active = ROS induction above about 79%, passing the limit was not always enough; inconclusive = no clear call, values can overlap the other calls;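 also: 0% = DMSO vehicle median and 100% = reference compound median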
An asterisk follows results filed as active; u = inconclusive; & = joins results of further samples. This is a subset; rates above refer to the full screens.

SMILES	U2OS ROS induce
C[C@@H]1CN([C@@H](C)CO)C(=O)c2cccc(NC(=O)Nc3ccc(C(F)(F)F)cc3)c2O[C@@H]1CN(C)C(=O)NC1CCCCC1	18.6
CCC1(C)NC(=S)N(c2ccccc2)N1 (stereo not drawn)	-9.9
Nc1ccc(-c2nnc(SCC(=O)c3ccc(F)cc3)n2-c2ccccc2)cc1	-0.7
C[C@@H]1CN([C@@H](C)CO)C(=O)Cc2cc(NS(=O)(=O)c3cn(C)cn3)ccc2O[C@@H]1CN(C)CC1CCCCC1	-9.3
C[C@@H]1CN([C@H](C)CO)C(=O)c2cccc(NS(C)(=O)=O)c2O[C@@H]1CN(C)Cc1ccccc1	9.4
COc1ccc(NC(=O)Nc2ccc3c(c2)C(=O)N([C@H](C)CO)C[C@@H](C)[C@H](CN(C)S(=O)(=O)c2ccc(OC)cc2)O3)cc1	2.0
C[C@@H]1CN([C@@H](C)CO)C(=O)c2cc(NC(=O)Cn3cnnn3)ccc2O[C@H]1CN(C)C(=O)Nc1ccc(C(F)(F)F)cc1	-11.6
CC1(C)CC[C@]2(C(=O)O[C@@H]3O[C@H](CO)[C@@H](O)[C@H](O)[C@H]3O)CC[C@]3(C)C(=CCC4[C@@]5(C)C[C@@H](O)[C@H](O)[C@@](C)(CO)C5[C@H](O)C[C@]43C)C2[C@@H]1O (stereo partly drawn)	-1.1
Cc1cccc(-c2nsc(SCC(=O)OCc3ccccc3)n2)c1	-5.9
O=C(O)CCc1ccc(-c2ccccc2)n1-c1cccc(O)c1	-2.7
C[C@@H]1CN([C@H](C)CO)C(=O)c2cccc(NC(=O)c3cnccn3)c2O[C@H]1CN(C)Cc1ccncc1	-0.5
C[C@@H]1CN([C@H](C)CO)C(=O)Cc2cc(NC(=O)CCCCCC(=O)Nc3ccccc3N)ccc2O[C@@H]1CN(C)C(=O)Nc1ccc(F)cc1	28.2
O=C(Nc1cccc(Br)c1)C1C(c2ccccc2)=C1c1ccccc1	37.0
C[C@@H]1CN([C@@H](C)CO)C(=O)c2cc(NC(=O)Cn3cnnn3)ccc2O[C@@H]1CN(C)S(=O)(=O)c1ccccc1	-1.5
CNC[C@@H]1Oc2c(NS(=O)(=O)c3cccs3)cccc2C(=O)N([C@H](C)CO)C[C@@H]1C	-5.7
O=C(c1ccc2c(Cl)c3c(nc2c1)CCC3)N1CCCC1	21.2
Cn1c(SCC(=O)Nc2ccc(C(N)=O)cc2)nnc1-c1ccccn1	6.3
COc1ccc(C(=O)CSc2nc3nc(C)cc(C)n3n2)cc1OC	12.1
C[C@@H]1CN([C@@H](C)CO)C(=O)c2cccc(NC(=O)Nc3ccc4c(c3)OCO4)c2O[C@@H]1CN(C)C(=O)Nc1ccc(F)cc1	-5.7
Cc1nnc(SC(=O)N2c3ccccc3Sc3ccccc32)s1	-5.0
C[C@@H]1CN([C@@H](C)CO)C(=O)c2cc(NC(=O)CCN3CCOCC3)ccc2O[C@H]1CN(C)S(=O)(=O)c1ccc(Cl)cc1	-4.0
C=CCNC(=O)[C@@H]1[C@H]2C(=O)O[C@H](c3ccccc3)[C@H](c3ccccc3)N2[C@H](c2ccccc2OCCO)[C@@]12C(=O)N(C(=O)OCCOC)c1ccc(C#Cc3ccc(OC)cc3)cc12	33.9
C[C@H](CO)N1C[C@H](C)[C@H](CN(C)C(=O)Nc2ccc3c(c2)OCO3)Oc2ccc(NC(=O)CCN3CCOCC3)cc2CC1=O	-1.1
Cc1ccc(S(=O)(=O)Nc2ccc3c(c2)C(=O)N([C@H](C)CO)C[C@H](C)[C@H](CN(C)C(=O)Nc2ccccc2)O3)cc1	-12.4
CC(C)NC(=O)Nc1cccc2c1O[C@H](CN(C)C(=O)Nc1cccc3ccccc13)[C@H](C)CN([C@H](C)CO)C2=O	-2.6
COCOc1ccc(C(=O)O)cc1OC	10.3
C[C@@H]1CN([C@@H](C)CO)C(=O)c2cccc(NS(=O)(=O)c3cn(C)cn3)c2O[C@H]1CN(C)Cc1ccc(C(=O)Nc2ccccc2N)cc1	-0.8
O=C(Cc1ccccc1)NC1CCCCCC1	-5.0
CCCNC(=O)Nc1ccc(N2CCC(C(F)(F)F)CC2)nc1	19.8
Cc1ccccc1N/C(=N\S(=O)(=O)c1ccccc1)c1ccccc1	48.5
CC(C)=CCC[C@H](C)C/C=N/NC(=O)c1ccccn1	-18.7
O=C(CSc1ncnc2sc3c(c12)CCCC3)Nc1cccc(F)c1	-2.3
C[C@H]1CN([C@@H](C)CO)C(=O)c2cc(NC(=O)CCC(F)(F)F)ccc2O[C@H]1CN(C)S(=O)(=O)c1ccc(Cl)cc1	43.6
O=C(Cn1c(=O)c2cccn2c2ccccc21)NC1CCCC1	-11.1
CCc1ccc(C(=O)Nc2nccs2)cc1	28.7
C[C@@H]1CN([C@H](C)CO)C(=O)Cc2cc(NC(=O)Cc3cn(C)c4ccccc34)ccc2O[C@@H]1CN(C)S(=O)(=O)c1ccccc1	18.9
C[C@@H]1CN([C@@H](C)CO)C(=O)c2cc(NS(=O)(=O)c3ccccc3)ccc2O[C@H]1CN(C)Cc1ccc(C(=O)Nc2ccccc2N)cc1	4.7
COc1ccc(OC)c(NC(=O)c2ccc(CSc3nnnn3C)cc2)c1	-2.8
CCCC(O)C#Cc1cnc2c(c1)C(=O)N([C@H](C)CO)C[C@H](C)[C@H](CN(C)S(=O)(=O)c1ccc(C#N)cc1)O2 (stereo partly drawn)	-0.2
Clc1ccc(CSc2ncc(-c3ccc(Cl)cc3)[nH]2)cc1	-21.7
O=C(c1cc2c(s1)-c1ccccc1S(=O)(=O)C2)N1CCCC1	46.5
CC(C)NC(=O)Nc1ccc2c(c1)CC(=O)N([C@@H](C)CO)C[C@H](C)[C@@H](CN(C)C)O2	31.7
C[C@H](CO)N1C[C@H](C)[C@@H](CN(C)Cc2ccccc2)Oc2c(NC(=O)Nc3ccc(F)cc3)cccc2C1=O	18.7
CCCSc1nnc(N)s1	-22.0
COc1c(O)cc2oc(-c3ccc(O)c(O)c3)cc(=O)c2c1O	16.8
Cc1ccc(S(=O)(=O)Nc2ccc3c(c2)C(=O)N([C@H](C)CO)C[C@H](C)[C@@H](CN(C)C(=O)Nc2ccccc2)OCCCC[C@@H](C)O3)cc1	30.3
C[C@@H]1CCCCO[C@H](CN(C)C(=O)Nc2ccc3c(c2)OCO3)[C@@H](C)CN([C@H](C)CO)C(=O)c2cc(NC(=O)CCC(F)(F)F)ccc2O1	-5.5
COc1cccc(S(=O)(=O)N(C)C[C@H]2OCc3cnnn3CCCC(=O)N([C@H](C)CO)C[C@H]2C)c1	3.1
COc1ccc(CN(C)C[C@@H]2Oc3ccc(NC(=O)c4ccncc4)cc3C(=O)N([C@@H](C)CO)C[C@H]2C)cc1	-0.2
CCC1(C)Oc2ccc(NC(=O)c3cc(F)c(F)cc3Cl)cc2O1 (stereo not drawn)	-2.5
Cc1ccccc1CSCCC(=O)NC1CCCCC1	-5.2
CCOC(=O)c1cc(=O)c2ccc(OCc3ccccc3)cc2o1	16.4
C[C@H]1CN([C@@H](C)CO)C(=O)c2cc(NC(=O)Cn3cnnn3)ccc2O[C@@H]1CN(C)C	-5.3
COc1ccc(NC(=O)Nc2ccc3c(c2)C(=O)N([C@@H](C)CO)C[C@@H](C)[C@H](CN(C)S(=O)(=O)c2ccccc2)O3)cc1	-4.1
COc1ccc(S(=O)(=O)N(C)C[C@H]2OCCCC[C@@H](C)Oc3ccc(NS(=O)(=O)c4ccc(F)cc4)cc3C(=O)N([C@H](C)CO)C[C@@H]2C)cc1	30.0
O=C1NN=C(c2ccccc2)/C1=C1\OC(c2ccccc2)=CS1	137.9*
COc1ccc(NC(=O)Nc2ccc3c(c2)CC(=O)N([C@@H](C)CO)C[C@H](C)[C@H](CN(C)S(=O)(=O)c2ccc(OC)cc2)O3)cc1	12.8
Cc1ccc(C(=O)Oc2ccc(C3SCCS3)cc2)cc1	2.7
Cc1ccc(S(=O)(=O)Nc2ccc3c(c2)CC(=O)N([C@@H](C)CO)C[C@H](C)[C@@H](CN(C)C(=O)Nc2cccc4ccccc24)O3)cc1	1.9
COc1ccc(O)c(C(c2c[nH]c3ccccc23)c2c[nH]c3ccccc23)c1	-8.9

(next part)
SMILES	U2OS ROS induce
CNC(=S)Nc1cc(Cl)cc(Cl)c1	34.4
CCc1c(C(=O)OC)nnc2cc(C)nn12	-7.4
O=C(NCC1CCCCN1)c1cc(OCC(F)(F)F)ccc1OCC(F)(F)F (stereo not drawn)	-1.1&-12.2
C[C@H]1CN([C@@H](C)CO)C(=O)c2cc(NC(=O)Nc3ccc(F)cc3)ccc2O[C@@H]1CN(C)C(=O)Nc1ccccc1	-3.5
CCc1nnc(NC(=O)CSc2nc(-c3ccccc3)cc(C(F)(F)F)c2C#N)s1	29.6
Cc1ccc(S(=O)(=O)Nc2cccc3c2O[C@H](CN(C)S(=O)(=O)c2ccc(Cl)cc2)[C@@H](C)CN([C@H](C)CO)C3=O)cc1	-9.8
C/C=C(/C)C(=O)O[C@H]1[C@H](OC(=O)/C(C)=C\C)[C@]2(CO)[C@H](O)C[C@]3(C)C(=CCC4[C@@]5(C)CC[C@H](OC6OC(C(=O)O)C(O)C(OC7OC(C)C(O)C(OC8OC(CO)C(O)C(O)C8O)C7O)C6O)C(C)(C)C5CC[C@]43C)[C@@H]2CC1(C)C (stereo partly drawn)	-38.0
OCCNC(=S)NC1CCCC1	-4.4
C[C@@H]1CN([C@H](C)CO)C(=O)c2cccc(NS(=O)(=O)c3cccs3)c2O[C@@H]1CN(C)S(=O)(=O)c1ccccc1	-11.1
Cn1c(SCC(=O)Nc2cc(Cl)cc(Cl)c2)nnc1-c1ccc(Cl)cc1Cl	3.5
CCCCC(=O)N1c2ccccc2NC2=C(C(=O)CCC2)C1c1ccccc1 (stereo not drawn)	-3.9
COC(=O)CN1C(=S)N(Cc2ccccc2)C(=O)C1CC(=O)Nc1ccc(OC)cc1 (stereo not drawn)	-3.3

Reprinted from the part before: 2 compounds, followed by the next part.
SMILES	U2OS ROS induce
CCCCC(=O)N1c2ccccc2NC2=C(C(=O)CCC2)C1c1ccccc1 (stereo not drawn)	-3.9
COC(=O)CN1C(=S)N(Cc2ccccc2)C(=O)C1CC(=O)Nc1ccc(OC)cc1 (stereo not drawn)	-3.3
CC(C)NC(=O)N(C)C[C@@H]1Oc2ccc(NC(=O)CCN3CCOCC3)cc2C(=O)N([C@@H](C)CO)C[C@H]1C	-15.6
COc1cc2ccc(=O)oc2c(OC2OC(CO)C(O)C(O)C2O)c1O (stereo not drawn)	-10.6
CC(C)(C)C(=O)OCc1nc(-c2ccc(Cl)cc2)cs1	-3.0
Cc1cc(C(=O)Nc2cccc3c2O[C@H](CN(C)CC2CCCCC2)[C@@H](C)CN([C@H](C)CO)C3=O)n(C)n1	7.1
COc1ccc(-c2nc(CNS(=O)(=O)c3ccc(NC(C)=O)cc3)cs2)cc1	-7.5
C[C@@H]1CN([C@H](C)CO)C(=O)Cc2cc(NC(=O)CCCCCC(=O)Nc3ccccc3N)ccc2O[C@H]1CN(C)Cc1ccc(Oc2ccccc2)cc1	39.5
FC(F)(F)c1cc(NC(=S)NC2CCCCC2)cc(C(F)(F)F)c1	u
Cc1ccc(S(=O)(=O)Nc2ccc3c(c2)C(=O)N([C@H](C)CO)C[C@H](C)[C@@H](CN(C)C(=O)Nc2ccc(F)cc2)OCCCC[C@@H](C)O3)cc1	10.3
O=C1S/C(=C/c2ccccc2)C(=O)N1CC(O)Cn1c2ccccc2c2ccccc21 (stereo not drawn)	43.9
CC(C)OC(=O)n1c(=S)oc2ccccc21	-1.6
CNC(=O)NC(=O)Cn1cnc2sc(-c3ccccc3)cc2c1=O	30.6
Cc1ccc(S(=O)(=O)Nc2ccc3c(c2)CC(=O)N([C@H](C)CO)C[C@@H](C)[C@H](CN(C)S(=O)(=O)c2ccc(Cl)cc2)O3)cc1	25.0
C[C@H]1CN([C@@H](C)CO)C(=O)c2cc(NS(=O)(=O)c3ccc(Cl)cc3)ccc2O[C@H]1CN(C)C(=O)Nc1ccc2c(c1)OCO2	28.7
CN(CCOC(=O)C1c2ccccc2Oc2ccccc21)Cc1ccccc1	-1.4
C[C@@H]1CN([C@H](C)CO)C(=O)c2cc(NC(=O)Cc3cn(C)c4ccccc34)ccc2O[C@@H]1CN(C)S(=O)(=O)c1ccc(Cl)cc1	-7.3
CCCNC(=O)c1cnn(-c2ccccc2)c1-n1cccc1	17.5
O=C(Cn1c(-c2cccs2)cc2ccccc21)N1CCCCC1	-3.3
C[C@H]1CN([C@@H](C)CO)C(=O)CCCn2cc(nn2)CO[C@@H]1CN(C)S(C)(=O)=O	-4.0
C[C@H](CO)N1C[C@H](C)[C@H](CN(C)S(=O)(=O)c2cn(C)cn2)Oc2c(NC(=O)c3nc4ccccc4s3)cccc2C1=O	9.6
C[C@H](CO)N1C[C@H](C)[C@H](CN(C)S(=O)(=O)c2ccc(Cl)cc2)Oc2ccc(NS(=O)(=O)c3ccc(F)cc3)cc2C1=O	10.1
C[C@@H]1CN([C@@H](C)CO)C(=O)c2cccc(NS(=O)(=O)c3cn(C)cn3)c2O[C@H]1CN(C)Cc1ccc(Oc2ccccc2)cc1	-2.0

Among those listed so far, 10 contain an aryl thioether with sulfur outside any ring:
SMILES	U2OS ROS induce
Nc1ccc(-c2nnc(SCC(=O)c3ccc(F)cc3)n2-c2ccccc2)cc1	-0.7
Cc1cccc(-c2nsc(SCC(=O)OCc3ccccc3)n2)c1	-5.9
Cn1c(SCC(=O)Nc2ccc(C(N)=O)cc2)nnc1-c1ccccn1	6.3
COc1ccc(C(=O)CSc2nc3nc(C)cc(C)n3n2)cc1OC	12.1
O=C(CSc1ncnc2sc3c(c12)CCCC3)Nc1cccc(F)c1	-2.3
COc1ccc(OC)c(NC(=O)c2ccc(CSc3nnnn3C)cc2)c1	-2.8
Clc1ccc(CSc2ncc(-c3ccc(Cl)cc3)[nH]2)cc1	-21.7
CCCSc1nnc(N)s1	-22.0
CCc1nnc(NC(=O)CSc2nc(-c3ccccc3)cc(C(F)(F)F)c2C#N)s1	29.6
Cn1c(SCC(=O)Nc2cc(Cl)cc(Cl)c2)nnc1-c1ccc(Cl)cc1Cl	3.5
